EBV LMP1 NFkB = EBV LMP1-driven NF-kappaB luciferase reporter inhibitors, primary screen, cell-based, luminescence, single point. LMP1-induced NF-kappaB luciferase reporter cells. inhibition, % at 12.5 µM. 0.69% of 350,000 active; in the data active = inhibition above about 41%;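 also: 0% = neutral control wells and 100% = reference inhibitor control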
TLR9-MyD88 block = inhibitors of TLR9-MyD88 association in cells, primary screen, cell-based, CHO, BLA complementation, fluorescence. Toll-like receptor 9 (Homo sapiens) + Myeloid differentiation primary response protein …. CCF4 FRET ratio. inhibition, % at 4.98 µM. 0.21% of 340,000 active;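 active = inhibition above the mean over all tested compounds plus 3 SD, cut at about 21% in these data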;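 also: 0% = DMSO only wells and 100% = clavulanate BLA inhibitor control wells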
MC4R barr agon = MC4R agonists recruiting beta-arrestin, primary screen, cell-based, luminescence, agonist arm of biased-ligand search. Melanocortin receptor 4 (Homo sapiens), P32245. activation, % at 8.9 µM. 0.98% of 360,000 active. AID 540308, 2011. U2OS MC4R beta-arrestin complementation; percent of melanotan II response, DMSO zero;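 active = activation above a per-plate cutoff, the mean activation of sample wells on that plate plus 3 SD, cut at about 8% in these data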
ABHD5-PLIN5 inh = ABHD5-PLIN5 interaction inhibitors, primary screen, cell lysate, split luciferase complementation, luminescence; Split G. princeps luciferase complementation, 4 h; AID 602281, 2012; Perilipin-5 (Homo sapiens) + 1-acylglycerol-3-phosphate O-acyltransferase ABHD5 (Homo …; inhibition, % at 4 µM; 0.78% of 360,000 active;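 active = inhibition above the mean inhibition across every tested compound plus 3 SD, cut at about 22% in these data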;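 also: 0% = DMSO only wells and the 100% control is not disclosed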
NR5A2 inv ag = LRH-1 (NR5A2) inverse agonists, primary screen, cell-based, luminescence, HEK293T, StAR-luciferase reporter | LRH-1 transfected, 24 h | AID 602396, 2012 | Nuclear receptor subfamily 5 group A member 2 (Homo sapiens), O00482 | 0.13% of 360,000 active | inhibition, % at 3.6 µM;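 active = inhibition above the mean inhibition of all tested compounds plus 3 SD, cut at about 73% in these data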;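 also: 0% = DMSO wells and 100% = reporter-only cells lacking LRH-1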
Target sequence (O00482 whole entry, looked up): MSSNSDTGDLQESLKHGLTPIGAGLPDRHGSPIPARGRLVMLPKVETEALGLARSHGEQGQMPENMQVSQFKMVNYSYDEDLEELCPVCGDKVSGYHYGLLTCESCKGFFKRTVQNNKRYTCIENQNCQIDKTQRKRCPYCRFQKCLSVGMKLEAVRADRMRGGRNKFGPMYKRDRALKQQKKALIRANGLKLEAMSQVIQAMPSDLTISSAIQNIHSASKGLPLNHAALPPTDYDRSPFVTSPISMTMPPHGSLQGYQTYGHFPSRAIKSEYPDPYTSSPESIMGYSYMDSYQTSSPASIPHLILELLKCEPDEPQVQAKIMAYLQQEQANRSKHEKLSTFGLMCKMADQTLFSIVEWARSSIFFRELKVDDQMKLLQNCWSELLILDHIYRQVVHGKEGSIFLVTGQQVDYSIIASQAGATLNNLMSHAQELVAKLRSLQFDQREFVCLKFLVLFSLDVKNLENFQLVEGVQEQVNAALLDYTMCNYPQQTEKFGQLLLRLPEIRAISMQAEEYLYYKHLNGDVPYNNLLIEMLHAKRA
NCOA2 inhibitor = inhibition of GAL4-SRC2 driven luciferase reporter, primary screen, SRC2 inhibitor project, cell-based, luminescence; AID 651957, 2012; Nuclear receptor coactivator 2 (Homo sapiens), Q15596; inhibition, % at 9 µM; 0.17% of 370,000 active; HEK293 GAL4-SRC2 luciferase reporter;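 active = inhibition above the mean inhibition of all tested compounds plus 3 SD, set per campaign, cut at about 52% in these data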;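 also: 0% = DMSO treated cells and 100% = cells given Gossypol at 36 µM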
MC4R antag cAMP = MC4R antagonists of cAMP signaling, primary screen, cell-based, TR-FRET, antagonist arm of biased-ligand search | MC4R-expressing cells, MTII-stimulated cAMP, LANCE TR-FRET | inhibition, % at 6.5 µM | 0.48% of 360,000 active;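 active = inhibition above its plate's cutoff, the mean of tested wells on that plate plus 3 SD, cut at about 29% in these data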;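 also: 0% = Melanotan II alone and 100% = Melanotan II plus saturating MCL0020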
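System – human MC4R-expressing U2OS cells · Also added – Melanotan II · Dosing – one concentration, 6.5 µM nominal · Timing – 30-min compound, 1-h challenge, 1-h detection, room temperature · Measured by – Eu-cAMP/anti-cAMP TR-FRET, emission 671 nm · Replicates – singlicate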
SRC1 inh = SRC1 coactivator transcriptional activity inhibitors, primary screen, cell-based, luminescence. HEK293 GAL4-SRC1 luciferase reporter. inhibition, % at 3.6 µM. 0.12% of 360,000 active. AID 588354, 2011;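 active = inhibition above the campaign mean plus 3 SD, with each screening campaign given its own cutoff, cut at about 60% in these data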;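 also: 0% = DMSO treated cells and 100% = gossypol at 36 µM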
NR2F2 inh = NR2F2 transcriptional activity inhibitors, primary screen, cell-based, luciferase reporter, HEK293T, luminescence; inhibition, % at 8.6 µM; HEK293T NGFI-A luciferase reporter; 0.7% of 370,000 active;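 active = inhibition above a per-plate cutoff, mean inhibition of test wells between control levels plus 3 SD, cut at about 38% in these data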;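 also: cells cotransfected with COUP-TFII expression vector driving the NGFI-A reporter; 0% = median of COUP-TF2 test wells and 100% = reporter-only cells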
Target sequence (P24468 whole entry, looked up): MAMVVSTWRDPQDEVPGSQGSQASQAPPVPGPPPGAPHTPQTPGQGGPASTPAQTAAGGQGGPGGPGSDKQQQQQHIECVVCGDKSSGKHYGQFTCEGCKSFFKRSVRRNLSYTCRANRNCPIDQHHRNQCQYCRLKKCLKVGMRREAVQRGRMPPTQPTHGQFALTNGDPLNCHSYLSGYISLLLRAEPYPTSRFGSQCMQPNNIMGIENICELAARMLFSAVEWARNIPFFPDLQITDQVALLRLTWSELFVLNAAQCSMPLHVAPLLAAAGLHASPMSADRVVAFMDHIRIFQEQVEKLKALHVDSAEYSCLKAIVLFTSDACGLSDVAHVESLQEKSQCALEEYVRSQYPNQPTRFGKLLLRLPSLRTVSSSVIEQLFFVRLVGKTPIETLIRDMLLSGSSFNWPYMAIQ
NCOA3 inh = SRC3 coactivator transcriptional activity inhibitors, primary screen, cell-based, luminescence; Nuclear receptor coactivator 3 (Homo sapiens), Q9Y6Q9; HEK293 GAL4-SRC3 luciferase reporter; inhibition, % at 3.6 µM; 0.17% of 360,000 active; AID 588352, 2011;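 active = inhibition above a per-campaign cutoff, the mean of all compounds plus 3 SD, cut at about 60% in these data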;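 also: 0% = DMSO-treated cells and 100% = gossypol-treated cells at 36 µM; higher means less SRC3-driven luciferase light from the GAL4 reporter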
NOD2-RIPK2 inh = NOD2-RIPK2 binding disruptors in cells, primary screen, fluorescence, CHO cells, BLA complementation; CCF4 ratio; 0.38% of 360,000 active; inhibition, % at 4.98 µM; AID 624267, 2012; Receptor-interacting serine/threonine-protein kinase 2 (Homo sapiens), O43353; in the data active = inhibition above about 21%;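 also: 0% = vehicle only and 100% = reference blocker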
Numbers without * were called inactive; . = no result given; & = joins results of further samples.

TLR9-MyD88 block	NCOA2 inhibitor	NOD2-RIPK2 inh	NR5A2 inv ag	MC4R antag cAMP	ABHD5-PLIN5 inh	NR2F2 inh	SRC1 inh	MC4R barr agon	EBV LMP1 NFkB	NCOA3 inh	Molecule
-9	-3	-9	0	-2	3	11	-18	-1.6	-2	9	COC(=O)CNc1ccc2c(c1)OCO2
-7	16	-5	-22	16	1	13	-44	-0.7	13	14	Cn1nccc1C(=O)Nc1ccn(C23CC4CC(CC(C4)C2)C3)n1
-3	-23	0	3	1	-11	6	-18	-0.3	2	12	CCCOC(=O)NC(CC)COC(=O)Nc1cc(C)ccc1C (stereo not given)
-1	6	-9	-10	3	1	8	-15	-2.6	-5	1	COc1ccc(NC(=O)C2CSC3c4ccccc4C(=O)N23)cc1 (stereo not given)
-5	7	0	6	-5	-4	-1	3	-2.1	7	12	COc1ccc(CN2CCN(CCC(C)C)C(CCO)C2)cc1Cn1cccn1 (stereo not given)
3	-47	-4	6	0	-1	11	-1	-1.4	4	4	O=C1C2CC=CCC2C(=O)N1CC1CCCO1 (stereo not given)
3	-8	-6	14	-2	2	-12	-1	3.1	5	7	O=C(c1ccc(NC2=NC3CS(=O)(=O)CC3S2)cc1)N1CCN(Cc2ccccc2)CC1 (stereo not given)
-15	-6	-8	17	-8	3	-10	-8	0.3	0	-19	OCc1c[nH]c2ccccc12
-1	16	0	15	-1	9	19	-14	-0.2	1	-7	CCOc1ccccc1Oc1cn[nH]c1-c1ccc(O)cc1O
7	-9	-3	-15	3	9	-12	21	-0.4	0	-4	Cc1ccccc1OCc1nnc(SCC(=O)O)n1-c1cccc(Cl)c1
-3	5	-2	6	1	-6	4	-7	-3.0	2	-9	CCn1c(=O)c([N+](=O)[O-])c(NCC(O)c2ccccc2)c2ccccc21 (stereo not given)
-7	16	-6	1	9	4	-10	-13	-1.7	9	-7	C=CCNc1nc2ccccc2nc1NS(=O)(=O)c1cccs1
.	14	-11	-23	10	4	-26	13	0.0	.	2	CC1C(=O)OC2C1CCC1(C)C3(C)C(=O)C=CC213 (stereo not given)
6	5	-8	17	2	-1	14	2	-1.2	48*	8	O=C(C1CCCCC1)N1CCN(c2ncccn2)CC1
1	-19	2	-13	21	0	-6	-8	-0.5	-7	2	COc1ccc(C(=O)COc2ccccc2C(N)=O)cc1
4	2	-3	7	9	2	-3	4	-1.5	3	-12	O=S(=O)(c1cccc(S(=O)(=O)N2CCC(Cc3ccccc3)CC2)c1)N1CCOCC1
2	18	1	6	1	4	-11	0	0.1	4	11	CCN(CC)S(=O)(=O)c1ccc(N2CCOCC2)c(NC(=O)c2ccc(=O)n(C)n2)c1
-10	-44	0	5	-4	-7	-31	-10	0.9	7	-4	O=C(Nc1ncccn1)c1cccc(F)c1
7	-5	13	-3	-2	-5	6	8	-1.4	-8	-8	COc1cc(CC(=O)N2CCN(S(=O)(=O)c3ccc(C(C)C)cc3)CC2)cc(OC)c1OC
4	-5	-11	-6	5	6	-10	0	-2.1	-3	-12	Cc1ccc(NC(=O)CSc2ccc(C(N)=O)cc2[N+](=O)[O-])cc1
0	13	1	-8	3	12	-2	-16	-1.6	-1	-5	CCOC(=O)c1cc2c(C)n(-c3ccc(OCC)cc3)c(C)c2ccc1=O
-4	11	2	-3	10	-2	-15	20	0.2	1	-10	Cc1cccc(NS(=O)(=O)c2nnc(NC(=O)C3CCCCC3)s2)c1
-8	-25	-11	-11	2	-2	-10	-37	0.5	-3	-2	COCCN=C1Sc2nc3cc4c(cc3cc2CN1CC1CCCO1)OCO4 (stereo not given)
0	-1	-1	-2	-1	-1	-24	-29	-1.7	9	-46	CC1(c2ccccc2)O[C@@H]2C[C@H]3[C@@H]4CCC5=CC(=O)C=C[C@]5(C)[C@@]4(F)[C@@H](O)C[C@]3(C)[C@]2(C(=O)CO)O1 (stereo not given in full)
.	2	-9	-13	5	5	-4	3	2.1	.	-15	COc1ccc(CN2C(=O)CS/C2=N/N=C/c2ccccc2)cc1
7	2	-3	11	1	4	-6	-5	-0.7	-1	-11	O=C(O)CCC(=O)CCC(=O)c1ccc(Cl)cc1
-5	25	-13	-31	-2	5	4	-20	4.5	-22	-24	CCOc1ccccc1C(=O)Nc1cc(C(=O)NCCc2ccccc2)ccc1Cl
-2	-13	-5	6	21	10	16	-5	0.5	2	15	CCC(C)C(NC(=O)c1ccccc1NC(=O)c1ccc(OC)cc1)C(=O)NCCCn1ccnc1 (stereo not given)
7	12	0	-14	1	9	15	1	-2.7	6	5	COc1cc(C2NC(=O)NC(C)=C2C(=O)NCc2ccccc2)c(Cl)cc1O (stereo not given)
-48	-2	6	-1	6	2	9	1	-1.0	-8	14	C=CCNC(=O)N1c2ccccc2Sc2ccccc21
-5	-33	-6	-58	-6	-3	-36	-43	-2.2	-21	-37	Cc1cc(C)n(-c2nnc(NC(C)(C)C)nn2)n1
-3	-18	-4	-27	1	1	-38	-27	-0.4	-20	-51	CC(OC(=O)c1cnccn1)C(=O)Nc1nc(-c2cccc([N+](=O)[O-])c2)cs1 (stereo not given)
-2&-2	-9&-27	7&-9	-7&-2	4&7	0&7	5&-15	-8&-22	-0.3&-1.2	2&0	-10&4	CCOC(=O)c1[nH]c(C)c(CCC(=O)O)c1C
-3	6	1	12	-1	-1	11	0	1.3	-4	13	O=C(C1CC1)N1CCc2cc(S(=O)(=O)N3CCCc4ccccc43)ccc21
-3	-1	-1	11	-1	6	4	-27	0.1	4	1	C=CCN1C(=O)CSc2ccc(C(=O)NC(C)c3ccccc3)cc21 (stereo not given)
-15	-16	-15	-4	1	1	8	-26	-3.6	-4	19	COCC1CCN(C(=O)C2CCC(=O)N(Cc3cccc(F)c3)C2)CC1 (stereo not given)
3	4	-17	-8	3	1	-26	7	-2.0	-5	18	CN(NS(=O)(=O)c1cccs1)c1ncc(C(F)(F)F)cc1Cl
-2	5	10	5	3	-3	12	-12	-0.3	-2	12	COc1ccc2c3c(c(=O)oc2c1OCC(=O)O)CCCC3
2&0	-9	9&3	4&15	6&10	5&2	-12	3&-2	0.0&-1.5	-11&-7	3&-4	CCOC(=O)C1CCCN(CCCc2ccccc2)C1 (stereo not given)
-1	-11	-5	10	-1	-3	6	-2	-1.9	4	21	CCN(CC(=O)Nc1c(F)cccc1F)C(=O)Cn1c(=O)cnc2ccccc21
2	4&12	-11&3	-4&-14	4	-1&-10	-7&-9	-6&-6	-1.2	-3	1&3	O=C1C(Cc2ccccc2)Nc2ncnc(N3CCOCC3)c2N1Cc1ccccc1 (stereo not given)
-1	-23	4	8	4	4	9	-7	-2.6	-16	-26	NC(=O)c1oc2ccccc2c1NC(=O)C1COc2ccccc2O1 (stereo not given)
0	-69	0	-82	4	0	-27	-97	1.0	-9	-47	O=C(Nc1ccc(Cl)cc1)c1cccs1
-1	12	-6	-4	8	7	8	-1	4.7	1	-31	Cc1ccc(Cn2c(=O)n(Cc3ccco3)c(=O)c3ccccc32)cc1
1	6	5	-3	14	-1	-6	-7	-2.5	8	8	CCCN(CC(=O)Nc1ccc(F)c(F)c1F)CC(=O)Nc1c(Cl)cccc1Cl
-3	13	2	11	5	-4	-2	2	-2.2	-7	-1	COc1ccc2nc(C)c(C(N)=O)cc2c1
0	-52	-7	-51	5	0	-29	-48	-1.0	-29	-76	O=C(Nc1ccsc1C(=O)O)c1cccc(C(F)(F)F)c1
.	-32	10	2	4	-3	2	2	-2.5	.	5	CCc1nc2c(OCc3ccc(F)c(F)c3)cccn2c1N(C)C(=O)CC(C)C
4	-21	-4	15	1	4	-3	-3	-1.4	1	-9	O=C(OCc1nc(-c2ccccc2Cl)no1)c1ccco1
1	-5	-3	22	-4	-5	-1	-6	1.1	3	4	COCCNC(=O)C1CCCN(c2nn3c(=O)cc(C)nc3s2)C1 (stereo not given)

Full records as entered above. Order of values: TLR9-MyD88 block | NCOA2 inhibitor | NOD2-RIPK2 inh | NR5A2 inv ag | MC4R antag cAMP | ABHD5-PLIN5 inh | NR2F2 inh | SRC1 inh | MC4R barr agon | EBV LMP1 NFkB | NCOA3 inh
COCCN=C1Sc2nc3cc4c(cc3cc2CN1CC1CCCO1)OCO4 (stereo not given) in the list: -8 | -25 | -11 | -11 | 2 | -2 | -10 | -37 | 0.5 | -3 | -2
O=C(C1CCCCC1)N1CCN(c2ncccn2)CC1 in the list: 6 | 5 | -8 | 17 | 2 | -1 | 14 | 2 | -1.2 | 48* | 8

Screens deposited in PubChem by several laboratories.

A portion of the library; the hit share may differ from the screen's.
